Compound activity as filed in PubChem.
BL2 CD40 inh: CD40 pathway inhibition in BL2 cells; 83,000 compounds, 0.94% hits; BL2 NF-kB luciferase reporter, CD40L-induced, 4 h; AID 1053188; inhibition, % at 10 µM;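 active = mean inhibition of at least 50% with a set share of replicates also reaching that level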;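 also: 0% = neutral control wells and 100% = IKK inhibitor VII at 50 µM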
* hit, by the source's call; [ ] = another dose, or the depositor's remark.

No. | mol | BL2 CD40 inh
1 | O=C(OCCO)c1cc(Cl)c(C(=O)OCCO)cc1Cl | 14.0
2 | Cc1nnc(C)c2c(C)n(Cc3ccc4c(c3)OCO4)c(C)c12 | -1.6
3 | Cc1nc(NCc2ccco2)c2c(C)c(C)sc2n1 | 49.5*
4 | O=C(NCc1ccco1)c1ccccc1NC(=O)C1CC(=O)N(c2ccc(Cl)cc2)C1 (stereo unspecified) | -3.7
5 | O=C(C[C@@H]1C[C@@H]2c3cc(NS(=O)(=O)c4ccccc4)ccc3O[C@@H]2[C@@H](CO)O1)NC1CCCCC1 | 7.0
6 | O=C(C[C@@H]1C[C@H]2c3cc(NC(=O)Nc4ccccc4F)ccc3O[C@H]2[C@@H](CO)O1)NCCc1ccccc1 | 5.7[25 µM]
7 | CCC1CCC2(CC1)NC(=O)N(CC(=O)Nc1ccc(OC)cc1)C2=O (stereo unspecified) | -0.4
8 | O=C(Oc1ccc(Cl)c2cccnc12)N1CCCCC1 | -29.2
9 | CC(C)(C)NC(=O)c1ccc2c(c1)CCO2 | 25.1
10 | CCNC(=O)C[C@@H]1CC[C@@H]2[C@@H](COc3ccc(NC(C)=O)cc3C(=O)N2C)O1 | 6.3
11 | COc1cc(CN2CC3(CN(S(=O)(=O)c4cccc(F)c4)C3)c3c([nH]c4cc(OC)ccc34)[C@@H]2CO)cc(OC)c1 | 1.5[25 µM]
12 | COc1ccc(OC)c(-c2csc(NC(=O)c3ccc4c(c3)OCO4)n2)c1 | -75.0
13 | COc1cc(/C=C/C(=O)Nc2ccc(OC)c(S(=O)(=O)N3CCOCC3)c2)ccc1OC(F)F | 16.3
14 | COc1ccc(OCCSc2nc3nc(C)cc(C)n3n2)cc1 | 6.8
15 | Cc1cc(Cl)ccc1OCCCC(=O)OCC(N)=O | 10.2
16 | COc1ccc(CN(C)C[C@@H]2OCCCC[C@H](C)Oc3ccc(NC(=O)C4CCCCC4)cc3C(=O)N([C@H](C)CO)C[C@@H]2C)cc1 | -12.0[25 µM]
17 | C[C@@H]1CN([C@H](C)CO)C(=O)c2cc(C#CC3(O)CCCC3)cnc2O[C@@H]1CN(C)S(=O)(=O)c1ccccc1 | -1.8[25 µM]
18 | NS(=O)(=O)c1ccc(CNC(=O)c2ccc3c(=O)n4c(nc3c2)CCC4)cc1 | 9.2
19 | COCC#Cc1ccc([C@@H]2[C@@H](C#N)N(C(=O)NC3CCCCC3)[C@@H]2CO)cc1 | 2.4
20 | Cc1noc(C)c1S(=O)(=O)N(C)C[C@@H]1OCc2ccccc2-c2c(n(C)c3ccccc23)C(=O)N([C@H](C)CO)C[C@@H]1C | 40.2[25 µM]
21 | CCC(C)C(=O)Nc1ccc(OC)cc1[N+](=O)[O-] (stereo unspecified) | 3.9
22 | O=C(NC1CCCCCC1)c1cccc(S(=O)(=O)N2CCOCC2)c1 | -19.1
23 | O=C(NCCCN1CCCC1=O)c1nnc(Cc2c(F)cccc2Cl)o1 | 5.5
24 | COc1ccccc1NCCC(=O)O | 8.0
25 | O=C(/C=C/Nc1cccc(C(F)(F)F)c1)C(F)(F)F | 8.5
26 | CCOC(=O)c1cccc(NC(=O)c2ccc(-n3cnnn3)cc2)c1 | -1.3
27 | CCc1nnc(NC(=O)CCC(=O)NC2CCCCCC2)s1 | 17.8
28 | C(=C\c1ccccn1)/c1cccnc1 | -18.0
29 | O=C(NCC(c1cccs1)N1CCOCC1)C1CCN(S(=O)(=O)c2cc(Cl)ccc2Cl)CC1 (stereo unspecified) | -6.5
30 | COCCn1c(SCC(=O)Nc2ccc3[nH]c(=O)[nH]c3c2)nc2ccccc21 | 5.2
31 | CCCOc1ccc(C(=O)NNC(=O)CCNC(=O)c2ccco2)cc1OC | -3.9
32 | O=C(Nc1cccc(-c2cnc3ccccc3n2)c1)c1ccc(Cl)cc1 | 6.9
33 | COCc1nc2oc3ccccc3c(=O)c2cc1C(=O)OC | -85.2
34 | CCS(=O)(=O)N1CCN(C(C)CCc2ccccc2)CC1 (stereo unspecified) | 9.4
35 | O=C(C1CC1)N1[C@H](CO)[C@H]2c3ccccc3NC[C@H]21 | 11.1
36 | O=C(C[C@@H]1C[C@H]2c3cc(NC(=O)NC4CCCC4)ccc3O[C@H]2[C@@H](CO)O1)NCCc1ccccc1 | 5.9
37 | COc1ccc(OC)c(C(=O)c2coc3ccc(O)cc23)c1 | -52.2
38 | O=C(C1CCOCC1)N1CC(=O)N2[C@H](C1)[C@H](c1ccc(C#CC3CCCC3)cc1)[C@@H]2CO | 8.2
39 | Cc1ccccc1CN1CCN(C(=O)c2ccc(S(=O)(=O)NCc3ccco3)cc2)CC1 | 2.9
40 | COc1ccc(C#Cc2ccc3c(c2)[C@@H]2[C@@H](CCN2S(=O)(=O)c2ccccc2C)[C@@H](CO)N3C)cc1 | -11.7[25 µM]
41 | CC(=O)c1c(C)nc(-c2ccc3c(c2)OCO3)n1O | -2.3
42 | COCC(=O)Nc1ccc(C(N)=O)cc1 | 11.5
43 | NNC(=O)c1nc(-c2cccc(-n3cccc3)c2)no1 | -5.0
44 | c1ccc(CCc2ccccc2-c2nc(-c3cccnc3)no2)cc1 | 1.4
45 | Cc1c(C(=O)N2CCC(C)CC2)sc2ncn(CC(=O)N3CCC(C)CC3)c(=O)c12 | 13.0
46 | Cc1c(Cl)cccc1NC(=S)Nc1ccc(S(=O)(=O)Nc2ncccn2)cc1 | 2.0
47 | CC(C)[C@H](NC(=O)c1ccco1)C(=O)Nc1ccc(N2CCCCCC2)cc1 | 21.8
48 | N#Cc1cccc(NC(=O)COC(=O)c2cc(S(=O)(=O)Nc3ccccc3Cl)ccc2O)c1 | 21.4
49 | CN1CCN(CC(=O)Nc2nc(-c3ccccc3)cs2)CC1 | -11.4
50 | O=C(CCCN1C(=O)c2cccc3cccc(c23)C1=O)N1CCN(c2ccccn2)CC1 | -4.1
51 | N#CC1(NC(=O)CSc2nc3ncc(Cl)cc3[nH]2)CCCCC1 | -5.0
52 | COc1ccc2c3c([nH]c2c1)[C@H](CO)N(Cc1ccc(Cl)cc1)CC31CCN(Cc2nccs2)CC1 | 19.0[25 µM]
53 | CO[C@@H]1CN(C)C(=O)c2cc(NC(=O)C3CC3)ccc2OC[C@H](C)N(CC2CCCC2)C[C@@H]1C | -5.8
54 | COc1ccc(N(/N=C2\Sc3ccccc3C2=O)C(C)=O)cc1 | -60.3
55 | CCCCSc1nc2c(cc1C#N)CCC2 | -5.9
56 | Nn1c(-c2ccccn2)nnc1-c1ccccn1 | -36.4
57 | CC/C(=N\NC(=O)c1cc(C)oc1C)c1ccc(OC(F)F)cc1 | 6.0
58 | CCCCn1c(N)c(N(CCOC)C(=O)C2CCN(c3ncnc4sc(C)c(C)c34)CC2)c(=O)[nH]c1=O | -6.1
59 | Cc1noc(C)c1C(=O)Nc1nnc(CC(C)C)s1 | 1.6
60 | COc1cc(OCc2ccccc2)c(CC(=O)O)c([N+](=O)[O-])c1 | -0.5

The results go on:
No. | mol | BL2 CD40 inh
61 | Cc1ccccc1S(=O)(=O)N1CCCCN2[C@H](CO)[C@H](c3ccc(C#CCN(C)C)cc3)[C@H]2C1 | -11.3[25 µM]
62 | O=C(OCCC1Oc2cccnc2NC1=O)c1ccc(F)cc1 (stereo unspecified) | 21.2
63 | CCOC(=O)c1c(NC(=O)C(C)NCc2ccco2)sc2c1CCC(C)C2 (stereo unspecified) | 14.3
64 | N#CCCN(C(=O)COC(=O)C1=COCCO1)c1ccc(F)cc1 | 7.3
65 | Oc1ccccc1-c1n[nH]c(-c2ccccc2O)n1 | -48.3
66 | CCCC(=O)Nc1ccc2c(c1)C(=O)N(C)C[C@@H](OC)[C@@H](C)CN(C(=O)c1ccccn1)[C@H](C)CO2 | -2.1[25 µM]
67 | COc1ccccc1CN1CCCC(CNC(=O)c2cccc3ccccc23)C1 (stereo unspecified) | 5.7
68 | Cn1c(=O)c2c(ncn2CC(=O)Nc2ccc3c(c2)OCO3)n(C)c1=O | -9.3
69 | Cc1cc(NCCc2ccc(Cl)cc2)n2ncnc2n1 | 11.6
70 | CC1CCC(C(=O)NC(C(=O)N2CCC(N3CCCCC3)CC2)C(C)C)CC1 (stereo unspecified) | 5.1
71 | COC(=O)C(NC(=O)Nc1ccccc1OC)C(C)C (stereo unspecified) | 4.5
72 | CN(C)CCN(C(=O)C1CCCCC1)c1nc2cc3c(cc2s1)OCO3 | -34.0
73 | Cc1ccsc1C(=O)N1CCCC1(C)C(=O)NCC(C)C (stereo unspecified) | 0.0
74 | CCN(CC)CCNC(=O)c1ccc(NC(=O)C2CCN(S(=O)(=O)c3ccc4c(c3)OCCO4)CC2)cc1 | 10.2
75 | Cc1ccc(S(=O)(=O)N2CCC(C(=O)NCCc3ccccn3)CC2)cc1 | 30.1
76 | COc1cccc(S(=O)(=O)Nc2ccc3c(c2)C(=O)N(C)[C@H]2CC[C@H](CC(=O)NCC4CCCCC4)O[C@H]2CO3)c1 | 27.7[25 µM]
77 | COc1ccccc1S(=O)(=O)N[C@H]1CC[C@H](CCn2cc(C3CCCC3)nn2)O[C@H]1CO | -5.0
78 | COc1cccc(C(=O)N2C[C@@H]3[C@H](c4ccccc42)[C@@H](CO)N3C(=O)c2cccc(F)c2)c1 | 1.6[25 µM]
79 | CCOC(=O)c1cc(C(=O)NNC(=O)c2cccc([N+](=O)[O-])c2)c(C)nc1C | 2.9
80 | O=C(COC(=O)CCC(=O)c1cccs1)NCCc1ccccc1 | 5.4

Given as labelled records: 3 of the compounds above
#63 CCOC(=O)c1c(NC(=O)C(C)NCc2ccco2)sc2c1CCC(C)C2 (stereo unspecified)
  BL2 CD40 inh = 14.3
#64 N#CCCN(C(=O)COC(=O)C1=COCCO1)c1ccc(F)cc1
  BL2 CD40 inh = 7.3
#65 Oc1ccccc1-c1n[nH]c(-c2ccccc2O)n1
  BL2 CD40 inh = -48.3

More entries follow.
No. | mol | BL2 CD40 inh
81 | CCCC(=O)Nc1ccc2c(c1)OC[C@H](C)N(CC1CCOCC1)C[C@H](C)[C@H](OC)CN(C)C2=O | -9.8[25 µM]
82 | Brc1ccc2nc(-c3ccncc3)c(NC3CCCC3)n2c1 | 2.3
83 | O=C(Nc1ccccc1N1CCOCC1)c1ccc(S(=O)(=O)NCc2ccco2)cc1 | -0.4
84 | Cc1ccc(CC(=O)Nc2ncc([N+](=O)[O-])s2)cc1 | -47.2
85 | COc1ccc(C(=O)NCCCn2nc(C)cc2C)cc1S(=O)(=O)N1CCOCC1 | -1.9
86 | O=C(Cc1ccccc1)n1nc(-c2ccccc2)nc1NCc1ccco1 | -16.6
87 | O=C(c1cccc(F)c1)N1CCN(C(=O)c2nn3cccnc3c2Cl)CC1 | 6.3
88 | Cc1cc(CNC(=O)COc2ccc(C#N)cc2)c2ccccc2n1 | 7.1
89 | Cc1ccccc1N=C1C(=O)Nc2ccccc21 | -1.6
90 | COc1ccccc1C(=O)Nc1ccc2c(c1)C(=O)N(C)C[C@@H](OC)[C@H](C)CN(C)[C@H](C)CO2 | -3.7
91 | CC(C(=O)Nc1ccc2c(c1)OCO2)N1CCC(N2CCCCC2)CC1 (stereo unspecified) | -7.7
92 | C[C@@H]1CCCCO[C@@H](CN(C)CC2CC2)[C@@H](C)CN([C@H](C)CO)C(=O)c2cc(NC(=O)c3ccccc3)ccc2O1 | 0.0[25 µM]
93 | CN(C)c1ncc(S(=O)(=O)c2ccccc2)c(=O)[nH]1 | 4.0
94 | CN(Cc1nc(-c2ccccc2)no1)C(=O)c1ccc2c(c1)OCO2 | 13.2
95 | COc1ccc(N2CC(C(=O)OC(C)C(=O)c3ccccc3)CC2=O)cc1 (stereo unspecified) | -2.4
96 | C[C@H]1CCCCO[C@@H](CN(C)C(=O)Nc2ccc(C(F)(F)F)cc2)[C@@H](C)CN([C@@H](C)CO)C(=O)c2cc(NC(=O)Nc3ccc4c(c3)OCO4)ccc2O1 | 2.8
97 | CCN(C(=O)COC(=O)c1oc2ccc(OC)cc2c1C)C1CCCCC1 | 1.4
98 | COCCN1C(=O)c2[nH]nc(-c3ccccc3O)c2C1c1ccc(OC)cc1 (stereo unspecified) | -9.8
99 | CCCN1[C@H](C(=O)NCCc2cn(C)cn2)[C@@H](CO)[C@@H]2Cn3c(ccc(-c4ccccc4)c3=O)[C@@H]21 | 1.4[25 µM]
100 | O=C(C[C@H]1CC[C@@H]2[C@H](COC[C@H](O)CN2C(=O)Cc2ccccc2)O1)NC1Cc2ccccc2C1 | 0.1[25 µM]
101 | CCn1c(C(=O)NCCCN2CCc3ccccc3C2)cc2sccc21 | 0.4
102 | CN1c2ccc(-c3ccc(F)cc3)cc2[C@H]2[C@H](CCN2C(=O)c2cccnc2)[C@@H]1CO | -51.7[25 µM]
103 | COc1ccc(CNC(=O)c2ccc(-n3cncn3)c3ccoc23)cc1OC | 1.3
104 | O=C(c1cc(-c2ccco2)on1)N1CCN(C(c2ccccc2)c2ccccc2)CC1 | -2.0
105 | O=C(Oc1ccc(/C=N/NC(=O)c2ccccc2F)cc1)c1ccccc1 | -40.0
106 | CCC(=O)N1[C@@H]2Cn3c(ccc(-c4ccncc4)c3=O)[C@H]1[C@@H](C(=O)N1CCc3ccccc3C1)[C@@H]2CO | -9.3[25 µM]
107 | O=C(Nc1ccc(NC(=O)c2ccc3c(c2)OCO3)cc1)c1cccc(Cl)c1 | -0.7
108 | CC(=O)Nc1ccc2c(c1)C(=O)N(C)C[C@@H](C)[C@H](CN(C)C(C)=O)O2 | -2.7
109 | Nc1cc(C2CCCC2)nn1-c1ccccc1 | -69.1
110 | Cc1ccn2cc(CCNC(=O)CC(C)(C)C)nc2c1 | -10.8
111 | CC(=O)Nc1ccc(S(=O)(=O)NCCC(=O)NC2CCCCCC2)cc1 | -2.8
112 | COc1ccc(CNC(=O)C[C@H]2C=C[C@H](NC(=O)c3cccc(F)c3)[C@H](CO)O2)cc1 | 2.9[25 µM]
113 | COc1ccc(C2C(=O)N(C3CCCCC3)CC(=O)N2CCc2ccccc2)cc1OC (stereo unspecified) | 10.0
114 | O=C(Nc1ccc(CSc2ccccc2)cc1)c1ccco1 | -113.2
115 | CN(C)C(=O)c1ccc(-c2ccc3c(c2)[C@H]2[C@H](CCN2Cc2ccc4c(c2)OCO4)[C@@H](CO)N3)cc1 | -24.9[25 µM]
116 | O=C(CN1CCN(S(=O)(=O)c2ccc3ccccc3c2)CC1)N1CCc2ccccc2C1 | 18.2
117 | Cc1noc(C)c1COC(=O)CCCOc1ccc(Cl)cc1Cl | -0.9
118 | OCC1(CO)COC(CCc2ccccc2)=N1 | 0.8
119 | Cc1ccc(S(=O)(=O)NCC(=O)OC(C)C(=O)NCc2ccc3c(c2)OCO3)cc1 (stereo unspecified) | 17.4

An excerpt; count on the stated rates, not on these rows.
